Keap1-Nrf2 PPI – inhibitors of human Keap1-Nrf2 protein-protein interaction; Q14145; Keap1 Kelch-Nrf2 peptide fluorescence polarization, 1536-well; inhibition, % at 9.4 µM; 0.15% of 340,000 active; in the data active means inhibition above about 12%;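 further: human Keap1 Kelch domain with fluorescein labeled Nrf2 9mer peptide probe; 0% = neutral control wells and 100% = peptide positive control; higher means more block of Keap1 binding to Nrf2 peptide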
Rtt109 Vps75 – blocks Candida albicans Rtt109/Vps75 acetyltransferase activity | Q5AAJ8 | purified Rtt109/Vps75, ThioGlo CoA-SH fluorescence, 4 h | inhibition, % at 34.9 µM | 0.16% of 330,000 active | AID 540336;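 active means inhibition of at least 50% in every replicate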
Target sequence (Q5AAJ8 whole entry, looked up): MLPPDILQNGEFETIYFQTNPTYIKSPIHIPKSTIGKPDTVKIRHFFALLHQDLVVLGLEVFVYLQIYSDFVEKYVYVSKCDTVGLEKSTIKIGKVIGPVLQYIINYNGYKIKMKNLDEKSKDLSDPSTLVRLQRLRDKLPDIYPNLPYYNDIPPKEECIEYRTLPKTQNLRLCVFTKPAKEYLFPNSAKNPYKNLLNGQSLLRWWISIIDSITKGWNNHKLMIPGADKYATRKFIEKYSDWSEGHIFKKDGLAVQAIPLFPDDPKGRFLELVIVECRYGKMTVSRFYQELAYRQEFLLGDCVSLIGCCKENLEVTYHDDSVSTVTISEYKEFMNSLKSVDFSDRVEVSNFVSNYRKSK
C-LANA FP – KSHV C-LANA DNA binding inhibition; 0.078% of 340,000 active; MBP-C-LANA/FAM-LBS DNA binding, fluorescence polarization; AID 504423; inhibition, % at 9 µM;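 active means highest replicate inhibition at or above 60% at 9 µM, even if other replicates fall short; inactive means all replicates below 60% inhibition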;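 further: 0% = neutral control wells and 100% = 4 µM acridine orange control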
CAL PDZ FP-1 – inhibitors of human CAL PDZ peptide binding; Q9HD26; purified CAL PDZ, TMR-peptide fluorescence polarization, 1 h; inhibition, % at 20 µM; 0.02% of 330,000 active; AID 504414;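 active means highest replicate inhibition of at least 40%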;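 further: plate controls were DMSO neutral control wells for no effect and unlabeled competitor peptide control wells for full effect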
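System: tagged CAL PDZ domain. Schedule: 1 h room-temperature incubation prior to read. Signal: fluorescence polarization (mP). Measure: percent inhibition from loss of millipolarization.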
cardiac RTF act – increases calcium sensitivity of human cardiac regulated thin filaments; activation, % at 7.2 µM; 0.24% of 340,000 active; IANBD-labeled TnC RTF fluorescence at EC20 calcium; 0% EC20 calcium, 100% full calcium; P19429+P45379;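 active means activation above the mean over all tested compounds plus 3 SD, cut at about 30% in these data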;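 further: rise in fluorescence read as greater calcium sensitivity of cardiac thin filaments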
SR-BI DiI-HDL act – SR-BI HDL lipid transfer activation; CHO ldlA[mSR-BI] cells, DiI-HDL uptake fluorescence, 3 h; 100 = double the neutral-control signal; activation, % at 12.5 µM; 0.096% of 320,000 active;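 active means mean replicate activation of at least 60% and every replicate at or above 60%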;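 further: 0% = median plate neutral-control signal and 100% = twice that signal; values of inactives mirror those of a sister screen read the other way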
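system = CHO ldlA[mSR-BI] cells, LDL receptor-null, SR-BI overexpressing | medium = Ham's F12 with 0.5% BSA, HEPES 25 mM, pH 7.4 | probe or stimulus = DiI-HDL 10 µg/mL | compound dosing = single-point compound dose | incubation = compound exposure 3 h, 37 °C | technique = DiI fluorescence, bottom read | read-out = cell-associated DiI fluorescence as measure of HDL uptake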
CAL PDZ FP-2 – inhibitors of human CAL PDZ peptide binding. purified CAL PDZ, TMR-peptide fluorescence polarization, 1 h. 0.92% of 300,000 active. AID 602252. inhibition, % at 24.9 µM;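 active means mean inhibition of at least 30% with at least half of replicates also reaching 30%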;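 further: 0% = DMSO neutral control and 100% = excess unlabeled competitor peptide PRC23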
DAGLB inh – diacylglycerol lipase beta (human) inhibition | AID 504411 | HEK293T DAGLB membrane lysate, EnzChek fluorogenic substrate | inhibition, % at 5.17 µM | 0.059% of 340,000 active | Q8NCG7; in the data active means inhibition above about 34%;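 further: 0% = enzyme with vehicle and 100% = wells lacking enzyme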
Cardiac RTF inh – cardiac RTF calcium desensitization. P19429+P45379. IANBD-labeled cardiac RTF, Ca2+ fluorescence. inhibition, % at 7.15 µM. 0.12% of 340,000 active;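 active means inhibition above the mean inhibition of all tested compounds plus 3 SD, cut at about 17% in these data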;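 further: assay run at fixed EC70 calcium of 1.6 mM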
PKA-R2B act – activators of human PKA-R2B complex. PKA-R2B holoenzyme dissociation, Cy5-IP20 fluorescence polarization; R2B truncated from residue 108, S112A mutant; 0% DMSO only, 100% 113 µM cGMP. activation, % at 11.4 µM. 0.079% of 340,000 active;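 active means activation above a cutoff set at the mean over all compounds plus 3 SD, cut at about 18% in these data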;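 further: higher means more holoenzyme dissociation and a rise in polarization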
Target sequence (P31323 whole entry, looked up, other chains not shown, the tested form may be a part): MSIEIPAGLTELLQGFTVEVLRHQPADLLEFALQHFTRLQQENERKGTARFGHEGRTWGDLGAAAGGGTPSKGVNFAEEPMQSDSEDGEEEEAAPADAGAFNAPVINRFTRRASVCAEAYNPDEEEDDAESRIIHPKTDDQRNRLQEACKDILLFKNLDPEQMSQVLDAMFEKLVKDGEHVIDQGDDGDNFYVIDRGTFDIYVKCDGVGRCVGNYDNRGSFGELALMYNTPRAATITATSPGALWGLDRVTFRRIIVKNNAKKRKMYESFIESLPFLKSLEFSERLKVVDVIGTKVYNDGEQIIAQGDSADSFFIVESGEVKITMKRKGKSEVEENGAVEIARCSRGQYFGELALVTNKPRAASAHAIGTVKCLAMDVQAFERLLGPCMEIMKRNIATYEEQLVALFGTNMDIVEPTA
The depositor's hits bear a star; nt = not tested or not shown.

Structure,Keap1-Nrf2 PPI,Cardiac RTF inh,SR-BI DiI-HDL act,C-LANA FP,CAL PDZ FP-2,PKA-R2B act,CAL PDZ FP-1,DAGLB inh,cardiac RTF act,Rtt109 Vps75
COC(=O)C(/C=N/O)NC(=O)c1ccccc1 (centres undefined),-2,3,-6,0.2,-6,-10,nt,0,-2,4
O=C(CN1C(=O)NC2(CCCCC2)C1=O)N1CCN(S(=O)(=O)c2cccc([N+](=O)[O-])c2)CC1,-5,-4,19,0.6,nt,4,-3.2,-1,7,0
COc1cccc(NC(=O)CN(C)C(=O)c2ccc3c(c2)C(=O)N(CCC(C)C)C3=O)c1,1,-4,-16,-0.4,-2,2,-0.5,-6,-2,11
CC(Cc1ccccc1)N1CCCC1=O (centres undefined),-6,7,19,-0.5,2,-3,-0.1,3,5,4
CCCC(=O)Nc1cc(S(=O)(=O)N2CCOCC2)ccc1N1CCCCC1,-3,-11,-6,-0.9,nt,5,0.0,-1,6,-2
O=C(NCC(=O)N1CCN(S(=O)(=O)c2ccccc2)CC1)c1ccc2ccccc2c1,1,9,-9,0.0,-4,2,-1.5,-4,0,3
CCCCN(C(=O)c1ccc([N+](=O)[O-])o1)c1c(N)n(CC(C)C)c(=O)[nH]c1=O,-6,1,10,2.3,6,-7,-0.3,2,0,2
CCC1CCCCN1CCCNC(=O)C1CCN(S(=O)(=O)N2CCCCC2)CC1 (centres undefined),-4,-2,nt,0.2,-2,-2,-2.2,-4,-4,3
COc1ccc(-c2nc(CC(=O)O)cs2)cc1,-6,-12,3,0.4,-3,4,-0.4,2,-1,-8
CCCc1cc(=O)n2[nH]c(C)nc2n1,-5,0,3,0.2,nt,0,-1.0,-3,-2,-8
Cc1ccc(-n2cccc2C(=S)N=P(N(C)C)(N(C)C)N(C)C)cc1,-23,-10,-8,-1.3,-5,5,-1.7,-2,6,-5
CCOc1cc2[nH]c(=O)n(CCCCC(=O)NCc3ccco3)c(=O)c2cc1OCC,0,-6,-9,-1.1,-6,1,-1.3,-2,0,4
O=C(Cc1ccc(Cl)cc1)Nc1ccccc1N1CCOCC1,-6,-4,3,-0.9,-2,-2,-0.2,-1,8,-12
Cc1ccccc1C(=O)O/N=C1\CCS(=O)(=O)c2sccc21,3,-3,-7,-0.9,14,-9,-1.2,-1,0,1
COC(=O)c1ccccc1NC(=O)C1CC(c2ccccc2O)=NO1 (centres undefined),-3,-2,-8,1.7,2,1,-2.0,-5,-2,-3
O=C1/C(=C/c2ccc([N+](=O)[O-])cc2)C=C(c2ccccc2)N1c1ccccc1,-1,-12,-7,0.6,-3,-16,-2.2,2,-2,nt
COc1ccc(S(=O)(=O)N2CCOCC2)cc1NC(=O)c1cccc(-n2cccc2)c1,-3,-2,-67,4.0,-3,-5,-3.6,0,-7,2
COC(=O)c1sccc1NC(=O)c1csc(C)c1,-4,-5,-7,1.3,nt,1,-3.0,-10,2,29
CC1CC(C)CN(S(=O)(=O)c2ccc3oc(=O)ccc3c2)C1 (centres undefined),0,-4,-10,-1.9,0,5,-1.9,-2,-5,-17
CN(Cc1ccc(Cl)c(Cl)c1)C(=O)C1CSC2(C)CCC(=O)N12 (centres undefined),-2,-7,8,0.4,nt,3,0.0,-1,0,5
CCOC(=O)C1(Cc2ccccc2Cl)CCN(S(=O)(=O)N(C)C)CC1,-3,6,1,-0.5,-5,-4,0.1,-3,-1,1
COCCCNc1nc2c(c(=O)n(C)c(=O)n2C)n1Cc1cccc(OC)c1,5,-2,19,2.2,0,2,nt,0,-1,2
N#Cc1c(N)nc2c(c1-c1ccc3c(c1)OCO3)CCc1ccccc1-2,-4,3,-29,0.3,-5,0,-1.4,-9,-1,-4
CC(C)NC(=S)NC(c1ccccc1)(c1ccccc1)c1ccccc1,-5,-4,19,0.0,-4,-11,2.5,-8,-6,-7
O=C(CCS(=O)(=O)c1ccc(Br)cc1)N1CCCCCC1,0,1,5,16,-3,4,-2.2,0,-7,16
O=C(NCc1ccccn1)C(=O)Nc1ccccc1,-2,-3,17,1.4,-5,1,-0.6,1,1,0
O=C(NC(Cc1c[nH]c2ccccc12)C(=O)O)/C(=C/c1ccco1)NC(=O)c1ccccc1 (centres undefined),-3,-1,5,2.5,2,0,-1.2,-1,-2,15
CCc1ccc2nc(/N=C(\N)NC(=O)c3ccccc3)nc(C)c2c1,-5,2,-13,-2.2,-1,5,-1.7,-5,0,-14
C(=N\n1cnnc1)/c1ccccc1OCCOc1ccccc1,-4,-3,7,0.9,-2,10,-1.5,0,1,4
COC(=O)C(NC(=O)c1ccccc1C)(Nc1ncc(S(=O)(=O)c2ccc([N+](=O)[O-])cc2)s1)C(F)(F)F (centres undefined),0,-7,-40,0.1,-3,1,nt,5,2,6
Cc1ccc(NC(=O)CSc2nncs2)cc1Cl,0,-8,-2,0.3,3,-2,-1.9,1,-1,-10
O=C(Nc1ccc([N+](=O)[O-])cc1)C1C(c2ccccc2)=C1c1ccccc1,-4,-7,nt,-1.5,2,0,-0.6,-3,1,-15
NC(=O)C1CCN(S(=O)(=O)c2ccccc2[N+](=O)[O-])CC1,0,-7,38,1.8,1,8,0.2,0,5,1
CC(=O)c1ccc(Oc2cc(C(F)(F)F)cnc2C(N)=O)cc1,-5,-7,-11,1.5,3,0,-1.7,1,1,-9
Clc1ccc(OCc2cn3ccccc3n2)c2ncccc12,-3,1,-1,-0.2,0,-10,nt,1,5,7
COc1ccc(N2CCN(CCNC(=O)c3ccc(NC(=O)C4CCCO4)cc3)CC2)cc1 (centres undefined),1,4,6,0.4,-5,-1,-2.0,-5,-7,4
Cn1cnnc1SCC(=O)N/N=C/c1ccc(OCC(N)=O)cc1,1,0,-5,0.8,-3,1,0.5,0,-1,-12
O=C(c1ccccc1)N1CC(COc2ccccc2)OC(c2cccnc2)O1 (centres undefined),-4,-5,11,-0.1,-5,9,-1.0,-6,2,-6
Cc1ccc(S(=O)(=O)NCc2ccc(C(=O)N3CCN(c4ccc([N+](=O)[O-])cc4)CC3)cc2)cc1,1,-5,-31,1.0,-3,-9,-1.9,4,2,10
Cc1cccc2sc(NC(=O)CN3C(=O)c4ccccc4C3=O)nc12,-3,-7,11,0.0,-3,5,-1.7,6,4,7
O=C(CCc1ccc(S(=O)(=O)NC2CCCCC2)cc1)Nc1ccccc1,-1,-6,-21,1.1,-3,-2,-0.9,-2,-3,3
Cc1ccccc1OCC(O)Cn1c(NCc2ccco2)nc2c1c(=O)n(C)c(=O)n2C (centres undefined),-3,-15,-12,-1.9,-2,-10,-2.7,0,6,3
CN/C=C1\C(=O)C(C)(C)Oc2ccc3ccc(=O)oc3c21,2,-2,3,0.9,-1,-7,0.7,0,-3,-7
COc1cccc(N2CCN(C(=O)CSc3ccc(F)cc3)CC2)c1,4,-6,-1,-0.6,-2,-2,-2.4,-3,-2,14
c1ccc2c(c1)Cc1cc3ccccc3nc1-2,-3,-2,-8,-0.9,-3,-9,-1.4,-1,-2,13
C[C@@]12CCC3[C@@](CCC4[C@@]3(C)CCC[C@@]4(C)C(=O)O)(CC1=O)C2 (some centres undefined),3,-1,11,-0.2,-2,0,1.6,-1,2,-23
CN(CC(=O)Nc1c(Cl)cccc1Cl)C(=O)c1sccc1-c1ccccc1,-4,-1,-2,0.5,-1,0,-2.9,-3,0,2
CCOc1ccc(CCNC(=O)c2cc(S(=O)(=O)N3CCOCC3)ccc2C)cc1OCC,-3,-5,-9,-0.3,-2,2,-1.8,-2,-6,-5
O=C1OCCC1Sc1nc2ccccc2c(=O)n1Cc1ccccc1 (centres undefined),-3,-15,12,-0.6,-3,-5,-2.4,0,3,4
CCN(CC)C(=O)CCS(=O)(=O)c1cccc2nonc12,-3,-4,20,-1.0,6,1,-0.6,0,-3,-3
CCN1C(=O)N[C@@H](c2ccc(Br)cc2)C(C(C)=O)=C1C,-1,-3,10,-1.2,3,-4,-0.1,2,-6,-1

Compounds above with an aryl thioether with sulfur outside any ring (four):
Structure,Keap1-Nrf2 PPI,Cardiac RTF inh,SR-BI DiI-HDL act,C-LANA FP,CAL PDZ FP-2,PKA-R2B act,CAL PDZ FP-1,DAGLB inh,cardiac RTF act,Rtt109 Vps75
Cc1ccc(NC(=O)CSc2nncs2)cc1Cl,0,-8,-2,0.3,3,-2,-1.9,1,-1,-10
Cn1cnnc1SCC(=O)N/N=C/c1ccc(OCC(N)=O)cc1,1,0,-5,0.8,-3,1,0.5,0,-1,-12
COc1cccc(N2CCN(C(=O)CSc3ccc(F)cc3)CC2)c1,4,-6,-1,-0.6,-2,-2,-2.4,-3,-2,14
O=C1OCCC1Sc1nc2ccccc2c(=O)n1Cc1ccccc1 (centres undefined),-3,-15,12,-0.6,-3,-5,-2.4,0,3,4
